Screening data: PubChem, National Center for Advancing Translational Sciences (NCATS)
S3 lipid droplet: qHTS Assay for Lipid Storage Modulators in Drosophila S3 Cells; Drosophila S3 cells, BODIPY lipid droplet fluorescence, 18-24 h; cells fed with added oleic acid; Potency in µM for hits, for the others lipid storage change, negative = inhibition, % at the top dose, mostly 46.1 µM; hit rate 0.64% among 320,000; AID 2685; active = well fitted inhibition curve with a large enough effect in the signal ratio, with a control signal flat, not every such curve was filed as active; inconclusive = small, poorly fitted or top-dose-only effect, or effect the other way, or a change in a side signal; the % refers to the signal ratio
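Drosophila S3 cells loaded with oleic acid (400 uM, as added) and compounds at several concentrations; lipid droplets imaged by 488-nm laser-scanning cytometry, 500–530 nm intensity and object ratio to cell channel. Percent activity normalized to 20 uM Triacsin C.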
S3 lipid droplet cell count max: also measured in S3 lipid droplet; calls as there; cell number change, %; measured here: cell count max response;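 cells counted by Cell Tracker Red CMTPX staining in the red channel; peak over a dose series mostly up to 46.1 µM; percent activity relative to internal control wells on each plate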
* = called active by the depositor; i = inactive; ? = inconclusive; nt = no result given; & = joins results of further samples. % is scaled to controls: 0 for no effect and ±100 for the full control effect; potency is read from the fitted curve at half-maximal effect. Not all compounds are listed; rates above refer to the full screens.

Structure	S3 lipid droplet	S3 lipid droplet cell count max
N#CC[C@H](Cc1ccccc1)N1CC[C@@H](NC(=O)OCc2ccccc2)CCC1=O	-12%	9
Cc1ccc(N2C(=O)C(Cl)=C(N3CCOCC3)C2=O)cc1Cl	?	nt
CC1CN(C(=O)c2ccc(Oc3ccccc3)cc2)CC(C)O1 (stereo not drawn)	16%	nt
Cc1ccccc1C(=O)Nc1ccc(N2CCOCC2)nc1	?	nt
O=C1C2C(c3ccccc3)C=CC(c3ccccc3)C2C(=O)N1C1CCCCC1 (stereo not drawn)	?	nt
O=C(N/N=C/c1ccccc1)NC1CCCCC1	-12%	-13
COc1cccc2cc(C(=O)C3=C(O)C(=O)N(c4cc(C)on4)C3c3cccs3)oc12 (stereo not drawn)	?	nt
COc1ccc(C2=Nn3c(nnc3-c3ccccc3OC)SC2)cc1OC	-23%&25%	4&19
CCC(=O)Nc1sc(C(=O)Nc2ccccc2)c(C)c1C(=O)OC	8%	3
COC(=O)C(C)n1cnc2c(nnn2-c2cccc(OC)c2)c1=O (stereo not drawn)	i	nt
O=C(O)Cn1cc(/C=C2\SC(=O)N(c3ccccc3)C2=O)c2ccccc21	i	2
CCOc1ccc(CN(C)C(=O)CNC(=O)C2CCCCC2)cc1	?	nt
O=C(CN(C(=O)CCC(=O)Nc1nccs1)c1cccc(F)c1)NCc1ccc(F)cc1	?	nt
CN1C(=O)c2oc3ccc(Br)cc3c(=O)c2C1c1ccncc1 (stereo not drawn)	0%	8
Cc1cc(C)nc(NS(=O)(=O)c2ccc(N)cc2)n1	-7%&-2%&22%	5&8
Cc1cnc(NC(=O)c2cc3c(C)nn(Cc4ccccc4Cl)c3s2)s1	?	nt
O=C(Cn1cnc2cc(Cl)ccc2c1=O)Nc1ccc2c(c1)OCO2	?	nt
CCOc1ccc(Cl)cc1/C=N/NC(=O)CNC(=O)c1ccccc1	?	nt
Cc1cc(Cl)ccc1OCC(=O)Nc1ccccc1C(=O)N1CCOCC1	?	nt
CCOCCCNC(=O)C(c1ccc(OC)cc1)N(Cc1cccs1)C(=O)c1ccccc1O (stereo not drawn)	-3%	-2
COc1cc(C(=O)NCC(c2ccco2)N2CCc3ccccc32)cc(OC)c1OC (stereo not drawn)	i	22
Cc1nnc2nc(-c3ccccc3)nc(-c3ccccc3)n12	?	nt
CCN(CC)CCSc1nc2ccccc2c(=S)n1-c1ccccc1	-11%	-1
CN(Cc1cc2ccccc2[nH]c1=O)S(C)(=O)=O	-3%	22
Cc1ccc(-c2csc3nc(SCC(=O)N(C)C)n(Cc4ccccc4)c(=O)c23)cc1	i	-10
CCN(CC)CCNC(=S)Nc1ccc2nc(N3CCN(CC)CC3)cc(C)c2c1	?	nt
C[n+]1ccn(CC(=O)c2cccs2)c1	-3%	nt
O=C(CSc1nnc(-c2ccco2)o1)c1ccccc1Cl	?	nt
O=C(O)C1C2C=CC(O2)C1C(=O)NC1CCCc2ccccc21 (stereo not drawn)	9%	-17
COc1cccc(NC(=O)NC2CC(=O)N(c3ccc4c(c3)OCCO4)C2)c1 (stereo not drawn)	?	nt
CC(C)C(OC(=O)c1cccs1)C(=O)NCCc1ccccc1 (stereo not drawn)	?	nt
CC(=O)Nc1ccc(S(=O)(=O)NCC2CCC(C(=O)N3CCCCCC3)CC2)cc1 (stereo not drawn)	3%	14
Cc1ccc(-c2noc(CN3CCN(C(c4ccccc4)c4ccccc4)CC3)n2)cc1	?	nt
CC(C)c1ccc(-n2cccc2/C=C2/C(=N)N3C=CSC3=NC2=O)cc1	?	nt
COc1ccc(S(=O)(=O)Nc2ccccc2-c2nnn(CC(=O)Nc3ccccc3OC)n2)cc1	?	nt
N#Cc1ccc(C23CC4(C2)[C@H](CN(Cc2ccc(-c5ccccc5)cc2)[C@@H]4c2ccccc2)C3c2ccccc2)cc1 (stereo partly drawn)	6%	13
CC(/C=C/c1ccco1)=N/NC(=O)OC(C)(C)C	-13%	-17
C=CCc1c(Cl)nc(C)nc1NCc1ccccc1	?	nt
O=C(CCc1nnc(-c2ccc(-c3ccccc3)cc2)o1)NCCc1ccccn1	9%	8
CCCNS(=O)(=O)c1ccc(OCC(=O)Nc2ccc3c(c2)OCCO3)cc1	i	nt
CCN(CC)c1ccc(C(=O)N/N=C(\C)c2cccnc2)cc1	?	nt
O=C(Cn1cnc2ccccc21)NCCCN1CCOCC1	?	nt
CC(C)CC(=O)Nc1ncnc2c1C(=O)CC(C)(C)C2	i	nt
O=C1N2CCSC2=NC1(Nc1ccccn1)C(F)(F)F (stereo not drawn)	?	nt
O=C1c2ccccc2C(=O)C12OC(c1ccccc1)C1(C(=O)c3ccccc3C1=O)C2c1cccc([N+](=O)[O-])c1 (stereo not drawn)	-2%	-16
CC(=O)Nc1ccc(N2CCOCC2)c(C(=O)Nc2cccc(C)c2)c1	i	-6
COC(=O)CNC(=O)C1CCN(S(=O)(=O)c2cccc3nsnc23)CC1	i	-13
COc1cccc(CN(C)C(=O)CC23CC4CC(CC(C4)C2)C3)c1OC	?	nt
CC(C)NC(=O)c1ccc2c(=O)n(CC3CCCO3)c(=S)[nH]c2c1 (stereo not drawn)	?	nt
O=C(CN1CCN(c2ccccn2)CC1)Nc1ccc2ccccc2c1	20%	1
Cc1[nH]n(-c2ccccc2)c(=O)c1C=NC1CCCCCC1	?	nt
COc1ccccc1N1CCN(C(c2ccccc2)c2nnnn2CCc2ccccc2)CC1 (stereo not drawn)	-17%	-23
Cc1ccc(N(CC(=O)NCc2ccc(F)cc2)S(=O)(=O)c2cccs2)cc1	?	nt
Cc1cc(C)c(O)c(C2(O)C(=O)c3ccccc3C2=O)c1	?	nt
CC1CC(C)CN(C(=O)C(C)N(C)CC(=O)Nc2ccc(F)cc2)C1 (stereo not drawn)	7%	6
COc1cccc(C(=O)CSc2nccn2C)c1	i	22
CC(=O)Nc1ccc(S(=O)(=O)N2CCN=C2C)cc1	?	nt
COc1cc(/C=N/NC(=O)CNc2n[nH]c(=O)[nH]c2=O)ccc1O	0%	nt
CCCN(Cc1ccccc1)C(=S)Nc1cccc(C(F)(F)F)c1	?	nt
COc1ccc(S(=O)(=O)NCCc2ccc(F)cc2)cc1	?	nt

Other results follow.
Structure	S3 lipid droplet	S3 lipid droplet cell count max
Cc1nc(-c2nnc(SCC(=O)Nc3cc(Cl)cc(Cl)c3)n2C)cs1	-10%	-9
Cc1nc(CS(=O)(=O)c2ccccc2)cc(N2CCOCC2)n1	?	nt
O=C(COC(=O)CCCOc1ccc(Cl)cc1Cl)Nc1cccc(Cl)c1	2%	6
O=C(c1ccccc1)N1CCN(C2CC3CCC2C3)CC1 (stereo not drawn)	?	nt
CCN(C(=O)COC(=O)CNC(=O)C1CCCCC1)c1ccccc1	?	nt
CCc1nnc(SCC(=O)Nc2ccc(F)cc2)o1	-8%	10
NC(=O)[C@@H]1CC2(CC(c3cccc(NC(=O)[C@@H]4CCC(=O)N4)c3)=NO2)CN1C(=O)Cc1ccc([N+](=O)[O-])cc1 (stereo partly drawn)	?	nt
O=C(c1ccccc1)c1ccc(N2CCOCC2)c(F)c1	?	nt
Cc1ccc(Nc2ccc(N3CCN(c4ccc([N+](=O)[O-])cc4)CC3)nn2)cc1	3%	21
O=S(=O)(c1ccccc1F)N1CCN(Cc2nc3ccccc3[nH]2)CC1	?	nt
COc1ccc(-c2nonc2NC(=O)c2oc3ccc(F)cc3c2C)cc1OC	i	-13
O=C(NCc1ccc2c(c1)OCO2)c1cc2c(s1)CS(=O)(=O)C2	?	nt
CSc1ccc(S(=O)(=O)NC(C)c2ccccc2)cc1 (stereo not drawn)	?	nt
Cc1cc(NC(=O)c2ccc(Cn3nc(C)c(Br)c3C)o2)no1	?	nt
O=C(O)CCCNC(=O)Cc1ccccc1	-6%	8
Cc1cc(C)c2c(c1)/C(=c1/sc3n(c1=O)CN(c1ccccc1)CN=3)C(=O)N2	?	nt
Cc1ccc(C(=O)NC2(C(Cl)Cl)N=C(c3ccccc3)N=C2N)cc1 (stereo not drawn)	0%	-3
Cc1ccccc1NS(=O)(=O)c1ccc(C(=O)N2CCCCCC2)cc1	24%	5
O=C(CCN1C(=O)/C(=C\c2ccccc2)SC1=S)NNC(=O)c1ccccc1O	?	nt
COc1cc(C(=O)Nc2ccc3nc(N4CCN(C)CC4)cc(C)c3c2)cc(OC)c1OC	?	nt
CC(C)C(NC(=O)C(C)N1C(=O)c2ccccc2C1=O)c1ccccc1 (stereo not drawn)	?	nt
Fc1cccc(C2NC(=S)NC3=C2N2CCC3CC2)c1 (stereo not drawn)	?	nt
O=C(NNC(=O)c1cccc(S(=O)(=O)N2CCN(c3ccccc3)CC2)c1)c1ccc(Cl)cc1	3%	-1
Cc1cc(C(=O)N/N=C/c2cccnc2)c2ccccc2n1	22%	nt
Cc1cc(NC(=O)COC(=O)C2CCCN2C(=O)c2cccs2)no1 (stereo not drawn)	?	nt
COc1ccc(CCC(=O)N2CCN(c3cccc(C)c3C)CC2)cc1	i	2
Cc1ccc(S(=O)(=O)N2CCCCC2)cc1NC(=O)Cn1cnnn1	6%	1
Cc1cc(=O)c(C(=O)Nc2cccc(C(=O)NC3CC3)c2)nn1-c1ccccc1Cl	?	nt
NC(=O)CSCc1c(Cl)cccc1Cl	10%	-2
O=C1Oc2ccccc2C(=O)/C1=C/N1CCN(c2ccccc2F)CC1	?	nt

Complete entries from above.
Listed for O=C(N/N=C/c1ccccc1)NC1CCCCC1 = S3 lipid droplet: -12%; S3 lipid droplet cell count max: -13
Listed for O=C(c1ccccc1)N1CCN(C2CC3CCC2C3)CC1 (stereo not drawn) = S3 lipid droplet: ?; S3 lipid droplet cell count max: nt

Gathered by group: those above with an NH in an aromatic ring
Structure	S3 lipid droplet	S3 lipid droplet cell count max
CN(Cc1cc2ccccc2[nH]c1=O)S(C)(=O)=O	-3%	22
CC(C)NC(=O)c1ccc2c(=O)n(CC3CCCO3)c(=S)[nH]c2c1 (stereo not drawn)	?	nt
Cc1[nH]n(-c2ccccc2)c(=O)c1C=NC1CCCCCC1	?	nt
COc1cc(/C=N/NC(=O)CNc2n[nH]c(=O)[nH]c2=O)ccc1O	0%	nt
O=S(=O)(c1ccccc1F)N1CCN(Cc2nc3ccccc3[nH]2)CC1	?	nt

New compounds follow:
Structure	S3 lipid droplet	S3 lipid droplet cell count max
CC1(C)Cc2ccccc2-c2nnc(SCC(=O)Nc3ccc4c(c3)OCO4)n21	?	nt
CCOc1ccc(N(CC(=O)NN=C2CCCC2)S(C)(=O)=O)cc1	-1%	-1
COc1cc(/C=N\Nc2nc(-c3cccs3)c(NC(C)=O)s2)ccc1O	?	nt
Cc1ccc(-n2nnc(-c3cc4ccccc4nc3Cl)n2)cc1	12%	9
O=C(NCc1ccccn1)C1CN(S(=O)(=O)c2ccccc2)CCN1S(=O)(=O)c1ccccc1 (stereo not drawn)	-5%	3
CC(C)COC(=O)c1ccc(NC(=O)C2C3C=CC(C3)C2C(=O)O)cc1 (stereo not drawn)	?	nt
COC(=O)c1c(C(=O)OC)c(-c2ccc(C(C)(C)C)cc2)n2c1CS(=O)C2 (stereo not drawn)	?	nt
CCc1nc2c(cnn2-c2ccc(Cl)cc2)c(=O)n1-c1ccc(OC)cc1	22%	13
Cn1ncc(Cl)c1C(=O)NCC1CCCO1 (stereo not drawn)	?	nt
CCN(CC)S(=O)(=O)c1cccc(NC(=O)C2SC(=Nc3ccc(C)cc3C)C(C(=O)NCC3CCCO3)=C2N)c1 (stereo not drawn)	?	nt
c1ccc(-n2nnnc2SCc2ccccn2)cc1	?	nt
CCCS(=O)(=O)c1c(S(=O)(=O)CCC)c2ccccn2c1C(=O)OC	?	nt
Cc1ccnc(NS(=O)(=O)c2ccc(NC(=O)Cc3c(F)cccc3Cl)cc2)n1	-4%	5
COc1ccc(C(=O)N/N=C(\C)c2ccc3c(c2)C2C=CCC2C(c2ccccc2)N3)cc1 (stereo not drawn)	26%	2
Nc1c2c(nc3sc4c(c13)CCCC4)-c1ccccc1CC2	-19%	-22
Cc1[nH][nH]c(=O)c1C(c1ccc(N(C)C)c(Br)c1)c1c(C)[nH][nH]c1=O	14%	0
Cc1ccc(S(=O)(=O)N(CC(=O)NC2CC2)c2ccc(C)c(Cl)c2)cc1	-26%	nt
Cc1cccc(-c2nnc3n2N=C(c2ccc(Br)cc2)CS3)c1	?	nt
CN(C(=O)Nc1cccc(C(F)(F)F)c1)C1CCCCC1	4%	-17
